Cneo AK release: Cryptococcus neoformans lysis via adenylate kinase release | C. neoformans lysis, adenylate kinase release luminescence, 4 h; normalised: neutral wells 0, clomiphene wells 100 | lysis activity, % at 15 µM | actives 0.2% (n = 360,000);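 active = mean lysis activity across replicates of at least 80%, whatever share of replicates individually reach that level; inactive = mean lysis activity below 80%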
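Test system: log-phase Cryptococcus neoformans yeast cells; Quantity: yeast cell density of 5 × 10^6 cells/mL; Buffer or medium: YPD; Doses: single compound concentration per well; Timing: 4 h at 37 °C static, read 1 h later; Measured by: AK luminescence; Read-out basis: lysis from increased AK signal; Control set: Clomiphene as positive control.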
PGC1a acetyl inh: lowers PGC1a acetylation signal in U2OS cells; AlphaScreen anti-acetyl-lysine; with virally co-expressed GCN5 acetyltransferase; inhibition, % at 15.6 µM; AID 651687; actives 0.17% (n = 350,000);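 active = every replicate shows inhibition of at least 40%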;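 note: 0% = neutral control wells and 100% = positive control wells; some results beyond the cut were filed as inactive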
CFTR F508del cor: CFTR F508del correction in bronchial cells. CFBE cells, YFP halide quenching; stimulated with forskolin plus potentiator P3; % fluorescence drop versus neutral controls. activity (quench increase), % at 7.58 µM. actives 0.36% (n = 350,000);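 active = mean added fluorescence quench of at least 8% versus neutral control, with both replicates also reaching 8%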;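 note: cells transiently co-express mutant CFTR-F508del with the halide-sensitive YFP; corrector assay measuring rescue of mutant channel to the surface after 24 h compound exposure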
FN deposition inh: fibronectin deposition inhibition. inhibition, % at 12.6 µM. AH1F fibroblasts, Alexa488-fibronectin deposition fluorescence, overnight. AID 743247. actives 0.086% (n = 350,000);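 active = mean inhibition across replicates of 30% or more, regardless of how many single replicates reach that level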;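 note: positive control wells lacked labelled fibronectin entirely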
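Material: AH1F fibroblast monolayer depositing Alexa488-labelled fibronectin into matrix / Amount: 10000 AH1F cells per well / Signal: fluorescence 485/525 nm / Medium: DMEM, 2% serum / Compound: single dose, pinned / Incubation: 1 h cell adhesion before compound, then overnight fibronectin incubation / Reagent: Alexa488-FN, 24 nM final / Read-out: inhibition of fibronectin deposition signal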
PglD DTNB: blocks C. jejuni PglD acetyltransferase activity. purified PglD enzyme, DTNB colorimetric CoA detection. inhibition, % at 12.5 µM. actives 0.098% (n = 360,000). AID 602405; in the data active = inhibition above about 16%, passing the limit was not always enough; note: strong numbers were not always called active
miR-122 sensor: miR-122 inhibition in Huh7 cells; Huh7 miR-122 Renilla luciferase sensor, 48 h; neutral wells = 0, positive control = 100; activation (reporter increase), % at 12.5 µM; actives 0.3% (n = 340,000);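 active = mean replicate activation score at least 90 and every replicate individually at or above 90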;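 note: higher luciferase means less miR-122 activity so hits act as miR-122 inhibitors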
Statin myotox sup: protects C2C12 myotubes from simvastatin toxicity. rescue of ATP level, % at 7.49 µM. actives 0.78% (n = 330,000). AID 602340. ATP luminescence, 48 h; scaled: DMSO 0, geranylgeraniol control 100;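 active = mean ATP rescue above about 67%, or every replicate alone reaching that limit, limit read from the data, passing the limit was not always enough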;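 note: myotubes were challenged with 10 µM simvastatin during compound exposure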
GSIS activator: primary screen for activators of insulin secretion dependent on glucose, INS-1E cells, GLuc reporter luminescence. INS-1E GLuc reporter insulin secretion, 2-3 h. activation, % at 16.6 µM. actives 0.61% (n = 370,000). AID 743287;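 active = lowest replicate activation of at least 40%, so every replicate reaches that level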;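 note: 0% = median of neutral control wells and 100% = median of IBMX positive control wells; some compounds called inactive have numbers as strong as hits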
The depositor's hits bear a star; · = not tested or not shown; [ ] = another dose, or the depositor's remark. The order is random, and some 2.1% of all compounds hit somewhere here.

1. O=C1CSC(c2cn(-c3ccccc3)nc2-c2ccc3c(c2)OCCO3)N1CCN1CCOCC1 (stereo not given)
2. Cc1ccc(S(=O)(=O)N(C)C[C@@H]2Oc3ccc(NS(C)(=O)=O)cc3CC(=O)N([C@H](C)CO)C[C@H]2C)cc1
3. Cc1ccc(CC(=O)NC2CCCc3ccccc32)cc1C (stereo not given)
4. COC(=O)C(Cc1ccccc1)NC(=O)CC(C)CC(=O)Nc1ccc(C)cc1 (stereo not given)
5. CCC(=O)Nc1ccc2c(c1)C(=O)N(C)C[C@@H](OC)[C@@H](C)CN(Cc1nccs1)[C@H](C)CO2
6. O=C(NC(=S)N1CCCC(C(F)(F)F)C1)c1ccc(F)cc1 (stereo not given)

screen / no.	1	2	3	4	5	6
Cneo AK release	1	-3	6	-7	·	17
PGC1a acetyl inh	-18	-4	·	8	7	-13
CFTR F508del cor	·	-4.1	0.9	0.8	2.5	0.0
FN deposition inh	·	-5	3	3	3	4
PglD DTNB	-2	2	-2	-1	·	-6
miR-122 sensor	-2	-1[16.7 µM]	0	-5	-6[16.7 µM]	0
Statin myotox sup	-9	-24	11	-3	8	-18
GSIS activator	·	8	-8	-8	7	9

7. COc1ccccc1C#Cc1ccc2c(c1)O[C@H](CN(C)C)[C@H](C)CN([C@H](C)CO)S2(=O)=O
8. Cc1cccc(N2CC(C(=O)NC3CCCCCC3)CC2=O)c1C (stereo not given)
9. CCCNC(=O)Nc1ccc2c(c1)C(=O)N(C)C[C@@H](OC)[C@@H](C)CN[C@@H](C)CO2
10. COc1cccc(C#Cc2ccc([C@@H]3[C@H](C#N)N(C(=O)c4ccccn4)[C@H]3CO)cc2)c1
11. O=C1NC(=Nc2ccccc2)S/C1=C\c1ccccc1
12. O=C(Nc1cccc(OCC(=O)N2CCOCC2)c1)c1cccc(Cl)c1

screen / no.	7	8	9	10	11	12
Cneo AK release	4	1	2	-2	0	6
PGC1a acetyl inh	-31	4	7	-18	0	·
CFTR F508del cor	0.1	0.5	2.1	1.7	4.0	-1.8
FN deposition inh	3	-8	-6	3	5	·
PglD DTNB	13	2	3	1	1	6
miR-122 sensor	·	-2	·	·	5	·
Statin myotox sup	-18	3	5	-13	6	·
GSIS activator	12	·	7	-4	0	21

13. Cc1noc(C)c1NC(=O)Nc1ccc2c(c1)C(=O)N([C@@H](C)CO)C[C@@H](C)[C@@H](CN(C)Cc1ccc3c(c1)OCO3)OCCCC[C@@H](C)O2
14. CC=Cc1ccc2n(c1=O)C[C@H]1[C@H](CO)[C@@H](C(=O)NCCc3ccncc3)N(CCC(F)(F)F)[C@@H]21 (mixture of isomers)
15. O=C(CO)N/N=C/c1c2ccccc2cc2ccccc12
16. O=C(C/C=N/OCc1ccc(Cl)cc1Cl)c1ccccc1
17. C[C@H](CO)N1C[C@H](C)[C@H](CN(C)Cc2ccc3c(c2)OCO3)Oc2ccc(NC(=O)Nc3ccc(F)cc3)cc2C1=O
18. C/C(=N\Nc1ccc(C)c(Cl)c1)c1ccncc1

screen / no.	13	14	15	16	17	18
Cneo AK release	1	-3	·	-3	41	1
PGC1a acetyl inh	-1	-11	-2	10	-1	0
CFTR F508del cor	-1.4	0.1	2.1	·	1.5	2.2
FN deposition inh	1	·	1	·	1	-7
PglD DTNB	-1	-1	·	-1	1	3
miR-122 sensor	-2[16.7 µM]	-1[16.7 µM]	·	18	-11[16.7 µM]	3
Statin myotox sup	·	0	·	7	-34	-13
GSIS activator	-3	9	-11	·	-13	2

19. COc1cccc(NC(=O)CN2CCN(C(=O)c3ccco3)CC2)c1
20. Cn1c(=O)c2c(n3cnnc13)-c1ccccc1CC21CCCC1
21. CC=Cc1ccc2n(c1=O)C[C@H]1[C@H](CO)[C@@H](C(=O)NCC3CC3)[C@@H]2N1Cc1cccnc1 (mixture of isomers)
22. COc1cccc(CC(=O)Nc2ccc3c(c2)OC2(CCCC2)O3)c1
23. Cc1ccccc1-n1c(C)cc(/C=N/NC(=O)c2ccc(CN3CCOCC3)cc2)c1C
24. COc1ccc(CCN2C(=O)NC(NS(=O)(=O)c3ccc(Cl)cc3)(C(F)(F)F)C2=O)cc1OC (stereo not given)

screen / no.	19	20	21	22	23	24
Cneo AK release	-3	2	3	-3	1	3
PGC1a acetyl inh	·	4	·	-12	4	-1
CFTR F508del cor	2.9	·	1.4	-1.8	·	-2.4
FN deposition inh	·	·	·	-6	·	10
PglD DTNB	3	-2	-4	-3	-3	-4
miR-122 sensor	-9	-2	36[16.7 µM]	1	0	-1
Statin myotox sup	5	-4	-33	12	21	6
GSIS activator	1	24	-2	-67	·	37

Four entries from above, bar-delimited:
entry | Molecule | Cneo AK release | PGC1a acetyl inh | CFTR F508del cor | FN deposition inh | PglD DTNB | miR-122 sensor | Statin myotox sup | GSIS activator
20 | Cn1c(=O)c2c(n3cnnc13)-c1ccccc1CC21CCCC1 | 2 | 4 | · | · | -2 | -2 | -4 | 24
21 | CC=Cc1ccc2n(c1=O)C[C@H]1[C@H](CO)[C@@H](C(=O)NCC3CC3)[C@@H]2N1Cc1cccnc1 (mixture of isomers) | 3 | · | 1.4 | · | -4 | 36[16.7 µM] | -33 | -2
22 | COc1cccc(CC(=O)Nc2ccc3c(c2)OC2(CCCC2)O3)c1 | -3 | -12 | -1.8 | -6 | -3 | 1 | 12 | -67
23 | Cc1ccccc1-n1c(C)cc(/C=N/NC(=O)c2ccc(CN3CCOCC3)cc2)c1C | 1 | 4 | · | · | -3 | 0 | 21 | ·

(more compounds)
25. N#Cc1cccc(NC(=O)c2cc(C3CCCCN3C(=O)CCc3ccccc3)on2)c1 (stereo not given)
26. Cc1onc(-c2c(Cl)cccc2Cl)c1C(=O)N(C)Cc1ccccc1
27. COc1ccc(C2NC(=O)Cc3cc(OC)c(OC)cc32)cc1OC (stereo not given)
28. Cc1ccc2nc(N3CCN(S(=O)(=O)c4ccc5c(c4)OCCO5)CC3)c(C#N)cc2c1
29. C[C@@H]1CN([C@H](C)CO)C(=O)c2ccccc2-c2ccccc2CO[C@H]1CN(C)S(=O)(=O)c1cccs1
30. CCOC(=O)C1CCCN(C2CC(=O)N(c3ccccc3)C2=O)C1 (stereo not given)

screen / no.	25	26	27	28	29	30
Cneo AK release	0	-3	·	2	1	1
PGC1a acetyl inh	13	·	-12	-28	8	6
CFTR F508del cor	2.6	-0.1	1.6	·	0.8	1.3
FN deposition inh	-1	1	-2	-2	4	7
PglD DTNB	-4	4	·	-1	1	27*
miR-122 sensor	-1	·	·	-5	·	-3
Statin myotox sup	40	10	·	-22	·	·
GSIS activator	-23	-16	31	-22	4	-19

An excerpt from above in order of heavy-atom count, lowest first:
30. CCOC(=O)C1CCCN(C2CC(=O)N(c3ccccc3)C2=O)C1 (stereo not given)
28. Cc1ccc2nc(N3CCN(S(=O)(=O)c4ccc5c(c4)OCCO5)CC3)c(C#N)cc2c1
29. C[C@@H]1CN([C@H](C)CO)C(=O)c2ccccc2-c2ccccc2CO[C@H]1CN(C)S(=O)(=O)c1cccs1

screen / no.	30	28	29
Cneo AK release	1	2	1
PGC1a acetyl inh	6	-28	8
CFTR F508del cor	1.3	·	0.8
FN deposition inh	7	-2	4
PglD DTNB	27*	-1	1
miR-122 sensor	-3	-5	·
Statin myotox sup	·	-22	·
GSIS activator	-19	-22	4

More compounds follow.
31. CCN1CCN(C(=O)C2=CC(c3ccc(OC)cc3)=NS(=O)(=O)N2C)CC1
32. COc1cc(C(=O)NC(C)CCn2cccn2)ccc1OC1CCN(C(C)=O)CC1 (stereo not given)
33. Cc1ccc2nc(NC(=O)CN3CCOCC3)sc2c1
34. COc1cccc(C(=O)Nc2ccccc2F)c1
35. COc1ccc(NC(=O)N(C)C[C@@H]2OCCCC[C@H](C)Oc3ccc(NC(=O)Nc4ccc5c(c4)OCO5)cc3C(=O)N([C@@H](C)CO)C[C@@H]2C)cc1
36. O=C(Oc1ccc(Br)cc1C(=S)N1CCCC1)c1ccccc1F

screen / no.	31	32	33	34	35	36
Cneo AK release	-2	-1	-2	-1	-4	-2
PGC1a acetyl inh	-18	·	13	-7	-2	3
CFTR F508del cor	-1.4	-2.9	·	2.8	-0.6	·
FN deposition inh	-8	0	-8	-3	·	0
PglD DTNB	2	4	2	-2	-2	1
miR-122 sensor	11	-6	1	0	8[16.7 µM]	14
Statin myotox sup	6	10	13	0	-6	13
GSIS activator	·	1	12	15	-5	0

37. COc1cc(OC)cc(C(=O)N[C@H](C(=O)Nc2ccc3c(c2)OCO3)C(C)C)c1
38. C=CCN(CC=C)C(=O)COC(=O)c1ccc(Sc2ncn[nH]2)c([N+](=O)[O-])c1
39. COc1ccccc1N1CCN(C(=O)C(=O)c2cn(CC(=O)N3CCCCCC3)c3ccccc23)CC1
40. COc1ccc(C(=O)O)cc1NC(=S)NC(=O)Cc1ccc(Cl)cc1
41. O=C1CC(Cc2ccccc2)C(=O)N1CCc1ccc2c(c1)OCO2 (stereo not given)
42. O=C(C[C@@H]1CC[C@@H]2[C@H](COC[C@H](O)CN2Cc2cc(F)ccc2F)O1)NCc1ccc(F)cc1

screen / no.	37	38	39	40	41	42
Cneo AK release	7	·	-1	4	2	0
PGC1a acetyl inh	-5	-11	·	-7	-6	5
CFTR F508del cor	3.4	-3.7	-0.4	-0.5	·	0.7
FN deposition inh	-2	-4	-2	4	·	-3
PglD DTNB	2	·	0	-3	0	-2
miR-122 sensor	12	·	·	-7	5	30[16.7 µM]
Statin myotox sup	10	·	-6	8	-19	-2
GSIS activator	-23	6	-17	-6	·	-13

43. O=C(N/N=C/c1cc([N+](=O)[O-])cc(Br)c1O)C12CC3CCC(CC(C3)C1)C2
44. CC1(C)Cc2noc(N)c2C(C)(C)N1OC(=O)c1ccco1
45. CC(C)N(C(=O)[C@H]1C[C@H](CC(=O)NCc2ccco2)C(=O)N2CCc3c([nH]c4cc(-c5ccco5)ccc34)[C@]12C)C(C)C
46. CN1CCN(S(=O)(=O)c2ccc(NC(=S)NC(=O)c3ccccc3)cc2)CC1

screen / no.	43	44	45	46
Cneo AK release	-1	0	2	-3
PGC1a acetyl inh	-4	-2	·	1
CFTR F508del cor	1.6	·	0.9	·
FN deposition inh	0	·	-1	·
PglD DTNB	3	3	-1	3
miR-122 sensor	0	-6	-3	-4
Statin myotox sup	-1	19	-10	-14
GSIS activator	-7	15	-18	·

High-throughput results from PubChem.
